Screening data (PubChem)
L3MBTL1 block – inhibitors of human L3MBTL1; Potency, µM (titrated, usually from 57.1 µM), for inactives: at the highest dose activity, negative = inhibition, actives largely listed as inhibitors; AlphaScreen L3MBTL1–H3K9me1 peptide binding; Q9Y468; 0.66% of 230,000 active; AID 485360; active = well fitted inhibition curve with a large enough effect; inconclusive = small, poorly fitted or top-dose-only effect; inactive = no such curve, though single readings can be large or run the other way; note: nearly all actives have a fitted effect of over 60% in size
Target sequence (Q9Y468 whole entry, looked up): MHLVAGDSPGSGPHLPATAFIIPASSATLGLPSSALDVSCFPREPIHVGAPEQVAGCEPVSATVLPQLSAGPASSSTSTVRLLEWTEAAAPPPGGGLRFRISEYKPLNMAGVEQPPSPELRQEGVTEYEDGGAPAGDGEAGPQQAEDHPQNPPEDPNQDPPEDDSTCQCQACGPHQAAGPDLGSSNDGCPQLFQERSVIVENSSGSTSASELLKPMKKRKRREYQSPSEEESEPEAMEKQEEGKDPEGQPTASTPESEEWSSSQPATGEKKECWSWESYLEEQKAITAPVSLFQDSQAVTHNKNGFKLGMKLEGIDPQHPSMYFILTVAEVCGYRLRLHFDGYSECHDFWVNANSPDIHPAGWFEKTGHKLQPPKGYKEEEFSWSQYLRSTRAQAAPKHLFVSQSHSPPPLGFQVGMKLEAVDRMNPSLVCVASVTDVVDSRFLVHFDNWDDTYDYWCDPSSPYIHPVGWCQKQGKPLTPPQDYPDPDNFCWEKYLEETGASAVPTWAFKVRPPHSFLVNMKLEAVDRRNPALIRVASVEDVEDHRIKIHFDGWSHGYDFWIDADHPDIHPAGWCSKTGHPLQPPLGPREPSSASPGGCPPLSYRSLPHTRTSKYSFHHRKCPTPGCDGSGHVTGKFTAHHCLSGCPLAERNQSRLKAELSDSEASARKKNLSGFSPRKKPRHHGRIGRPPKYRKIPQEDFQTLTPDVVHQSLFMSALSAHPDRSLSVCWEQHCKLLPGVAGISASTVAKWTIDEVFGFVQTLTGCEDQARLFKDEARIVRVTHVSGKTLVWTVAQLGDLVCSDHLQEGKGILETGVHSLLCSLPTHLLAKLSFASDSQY
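AlphaScreen assay: L3MBTL1 (50 nM final) was preincubated 30 min at room temperature with biotinylated H3(1-15)K9me1 peptide (75 nM final), then 30 min with library compounds; streptavidin donor and nickel chelate acceptor beads (10 ug/mL final) added, 30 min dark.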
Starred values were filed as active, the others as inactive; u = inconclusive; [ ] = dose if it differs, or a comment. % is set by controls: 0 for no effect and ±100 for the full control effect; potency is the fitted concentration of half-maximal effect. Not all compounds are listed. The share of hits here may be higher or lower than overall.

SMILES	L3MBTL1 block
CC(=O)Nc1ccc(NC(=O)C(C)OC(=O)c2cccs2)cc1 (stereo not drawn)	-5%
Cc1ccc2c(c1)N(CC(=O)NCCC1=CCCCC1)C(=O)c1cccnc1O2	4%
CCCCn1c(N)c(N(Cc2ccccc2)C(=O)COc2ccccc2F)c(=O)[nH]c1=O	10%
CN(C(=O)c1cccc(NC(=O)Cc2ccccc2)c1)c1ccccc1	-2%
COc1cc(CC(=O)OCC(=O)NCCc2ccc(S(N)(=O)=O)cc2)cc(OC)c1OC	4%
CN(CC(=O)Nc1ccc(Cl)cc1)C(=O)c1cccc(S(=O)(=O)N2CCN(Cc3ccccc3)CC2)c1	-11%
CC(OC(=O)CNC(=O)C1CCCCC1)C(=O)NCc1ccccc1 (stereo not drawn)	3%
O=C(COc1ccccc1)NCC(=O)N1CCCCCC1	8%
CC(NC(=O)COC(=O)c1cc(=O)c2ccccc2o1)c1ccccc1 (stereo not drawn)	-3%
COc1ccccc1NC(=O)COC(=O)c1c[nH]c2ccccc12	3%
COc1ccc(CN2C(=O)C(Cc3ccccc3)Nc3ncnc(N4CCc5ccccc5C4)c32)cc1 (stereo not drawn)	-9%
CCCNC(=O)C1CCN(S(=O)(=O)c2ccc3[nH]c(=O)ccc3c2)CC1	-1%
O=C(Nc1ccccn1)C1CCN(S(=O)(=O)c2ccc(Cl)cc2)CC1	-2%
CCOc1ccc(NC(=O)CCN2CCN(C)CC2)cc1	-4%
CC(=O)c1ccc(OCC(=O)OCC(=O)N(CC(C)C)c2c(N)n(Cc3ccccc3)c(=O)[nH]c2=O)cc1	0%
COc1ccc(CNC(=O)C(=O)NCCC2CCCCN2S(=O)(=O)c2ccccc2)cc1 (stereo not drawn)	-1%
COc1ccc(/C=N/N2CCN(Cc3ccccc3)CC2)cc1	-19%
N#CC1(NC(=O)COC(=O)Cc2n[nH]c(=O)c3ccccc23)CCCCC1	-8%
Cc1ccc(SCC(=O)OCC(=O)NCc2cccs2)cc1C	4%
CCOC(=O)[C@H]1[C@H]2COc3cc(OC)ccc3[C@@H]2N2C(=O)N(c3ccc(Br)cc3)C(=O)[C@@]12C	-8%
Cc1ccc(C(=O)CC(C(=O)O)n2cncn2)cc1 (stereo not drawn)	3%
Cc1ccc(NC(=O)c2ccc(Cl)c(S(=O)(=O)N3CCCCC3)c2)nc1	2%
COc1ccccc1OCCNC(=O)C1CC(=O)N(c2cccc(SC)c2)C1 (stereo not drawn)	2%
Cc1ccc(NC(=O)C/C(N)=N/OC(=O)Nc2ccc(C)c(Cl)c2)cc1	-5%
CC(=O)C1=C(O)C(=O)N(c2cccc(Br)c2)C1c1ccc(Br)cc1 (stereo not drawn)	-6%
More records:
SMILES	L3MBTL1 block
CC1CCCC(NC(=O)CN2C(=O)NC(C)(c3cc(F)ccc3F)C2=O)C1C (stereo not drawn)	4%
C[C@@H](C(=O)NCCc1ccccc1F)N1C(=O)N2CCc3c([nH]c4ccccc34)[C@@]2(C)C1=O	-11%
Cc1ccc(NC(=O)C(c2ccccc2)N2CCN(C(=O)c3ccco3)CC2)cc1Cl (stereo not drawn)	0%
O=C(OCC(=O)c1ccc(Cl)s1)c1cncc(Br)c1	2%
COc1ccccc1N1CCN(C2CC(=O)N(c3ccccc3)C2=O)CC1 (stereo not drawn)	-2%
O=C(NC1C2CC3CC(C2)CC1C3)c1ccc2c(c1)OCO2 (stereo not drawn)	33%[activator]
Cc1ccc(C(=O)c2c3ccc(C(F)(F)F)cc3[n+]([O-])n2CCCC(N)=O)cc1	-2%
O=C(COC(=O)/C=C/c1ccc(OC(F)F)cc1)NC1CCCCCCC1	-1%
CN(CC(=O)Nc1c(Cl)cccc1Cl)C(=O)C1CCN(C(=O)Nc2ccccc2)CC1	1%
CCOC(=O)N1C(=O)[C@@](CC)(c2ccccc2)N1C(=O)OCC	11%
Cc1cccc(NC(=S)NCc2ccc(F)cc2)c1C	2%
COc1cccc(CNC(=O)c2ccc(NS(=O)(=O)c3ccc4[nH]c(=O)[nH]c4c3)cc2)c1	-10%
Cc1noc(C)c1C(=O)Nc1nc2ccccc2s1	4%
O=C(COC(=O)Cc1ccsc1)Nc1cccc(F)c1	11%
Cc1ccccc1NC(=O)COC(=O)c1cccc(S(=O)(=O)N2CCCCC2)c1	3%
O=C(NN=Cc1cccc([N+](=O)[O-])c1)c1cc(-c2cccnc2)nc2ccccc12	-2%
CN(C(=O)c1ccc(NC(=O)C2CCCN(C(=O)OC(C)(C)C)C2)cc1)C1CCCC1 (stereo not drawn)	6%
COc1cc2c(cc1OC)C(c1ccccc1F)NCC2 (stereo not drawn)	-3%[2.29 µM]
CC(C(=O)NC1CCCCC1)N1CCN(S(=O)(=O)c2cccs2)CC1 (stereo not drawn)	-8%
Cc1ccc2nc3n(c2c1)CCCN3	-1%
Cc1ccc(N2CC(C(=O)OCC(=O)Nc3ccc(Cl)cc3)CC2=O)cc1 (stereo not drawn)	1%
CN(Cc1ccccc1)C(=O)COC(=O)c1cc([N+](=O)[O-])ccc1N1CCOCC1	-8%
COc1ccccc1NC(=O)Cn1c(=O)oc2cc(S(=O)(=O)N3CCCC3)ccc21	-2%
Cc1ccc2c(c1)CCCN2CC(=O)Nc1cccc(S(=O)(=O)N2CCCC2)c1	u
CCOc1ccc(N(CC(=O)Nc2cccnc2)S(=O)(=O)c2ccc(C)cc2)cc1	-5%

A different layout for some results above:
Structure,L3MBTL1 block
O=C(COC(=O)Cc1ccsc1)Nc1cccc(F)c1,11%
CC1CCCC(NC(=O)CN2C(=O)NC(C)(c3cc(F)ccc3F)C2=O)C1C (stereo not drawn),4%
CN(C(=O)c1ccc(NC(=O)C2CCCN(C(=O)OC(C)(C)C)C2)cc1)C1CCCC1 (stereo not drawn),6%
Cc1ccc(NC(=O)C(c2ccccc2)N2CCN(C(=O)c3ccco3)CC2)cc1Cl (stereo not drawn),0%

(continued)
SMILES	L3MBTL1 block
CCOc1ccc(C(=O)C[n+]2cccc3cc(C)ccc32)cc1	-10%
COc1ccc(C(=O)C2CCCN(S(=O)(=O)N(C)C)C2)c(C)c1 (stereo not drawn)	1%
O=C(Nc1cccc(S(=O)(=O)N2CCOCC2)c1)C1CCCCN1S(=O)(=O)c1ccccc1 (stereo not drawn)	-7%
CCCCNC(=O)C(C)N(CCN(C)C)C(=O)CCCN1C(=O)NC(c2ccc([N+](=O)[O-])cc2)C(C(=O)OCc2ccccc2)=C1C (stereo not drawn)	-4%
CCOC(=O)C1=C(C)N(CCCCCC(=O)O)C(=O)NC1c1ccc(Cl)cc1 (stereo not drawn)	-4%
Cc1ccc(O)c(CNc2nc3ccccc3n2C(C)C)c1	-5%
Cc1ccc2nc(SCC(=O)Nc3ccc4[nH]c(=O)[nH]c4c3)[nH]c2c1	-9%
COc1ccc(OC)c(NC(=O)COC(=O)CC2CCCCC2)c1	6%
Cc1ccc(Nc2nc(N)c3ccccc3n2)cc1C	u
Cc1cc(NC(=O)CSc2nnc(-c3ccccc3F)n2C)no1	5%
COc1cc2nc(N(CCCN(C)C)C(=O)c3ccc(S(=O)(=O)N(C)C4CCCCC4)cc3)sc2cc1OC	-5%
COc1cc(OC)c(CN2CCc3c([nH]c4ccccc34)C2)cc1Br	-1%
O=S1(=O)c2ccc(Br)cc2N2CCC[C@H]2CN1Cc1ccccc1	-3%
N#CCCN(C(=O)CN1c2cccc3cccc(c23)S1(=O)=O)c1ccccc1	-4%
O=C(NNS(=O)(=O)c1ccccc1)c1cccc([N+](=O)[O-])c1	11%
CC1(C)CCC[C@]2(C)[C@H]3Cc4cc(O)ccc4O[C@]3(C)CC[C@@H]12	-27%
CCOC(=O)[C@@H]1[C@H]2COc3cc(OC)ccc3[C@H]2N2C(=O)N(c3cccc(Cl)c3)C(=O)[C@@]12C	-2%
CC1CCCN(C(=O)COC(=O)C2CCN(S(=O)(=O)c3c(Cl)cccc3Cl)CC2)C1 (stereo not drawn)	3%
CN(C(=O)COC(=O)CNC(=O)c1ccccc1F)C1CCCCC1	1%
O=C(NCc1cccnc1)C1CCCN1S(=O)(=O)c1ccc(Cl)cc1 (stereo not drawn)	3%
CN(c1ccccc1)S(=O)(=O)c1ccc(C(=O)NCc2ccco2)cc1	-4%
COC(=O)c1c(NC(=O)CN(C)CC(=O)Nc2ccc(C)cc2)sc2c1CCC(C)C2 (stereo not drawn)	1%
Cc1ccc(C)c(OCCC(=O)OCC(=O)NC(=O)NCc2ccccc2)c1	-5%
COc1ccc(C(CNC(=O)c2cccc(S(=O)(=O)Nc3ccc(C)cc3)c2)N2CCOCC2)cc1 (stereo not drawn)	-2%
COc1cccc(-c2c(-c3cc(OC)cc(OC)c3)n(C)c3ccc(-c4ccc5cc[nH]c5c4)cc23)c1	-8%

Random excerpt: 2 entries already listed, in no set order.
SMILES	L3MBTL1 block
COc1ccc(C(CNC(=O)c2cccc(S(=O)(=O)Nc3ccc(C)cc3)c2)N2CCOCC2)cc1 (stereo not drawn)	-2%
CCOC(=O)C1=C(C)N(CCCCCC(=O)O)C(=O)NC1c1ccc(Cl)cc1 (stereo not drawn)	-4%

Following part:
SMILES	L3MBTL1 block
N#Cc1ccccc1NC(=O)COC(=O)/C=C/c1ccc(S(=O)(=O)N2CCOCC2)cc1	0%
CCn1c(CCl)nc2cc(S(=O)(=O)N3CCOCC3)ccc21	10%
CC1CCN(C(=O)c2ncn(Cc3ccccc3)c2C(=O)N2CCC(C)CC2)CC1	3%
Cc1onc(-c2ccccc2)c1C(=O)Nc1ccc(Cl)c(S(=O)(=O)N2CCOCC2)c1	-7%
N#Cc1cccc(C(=O)OCC(=O)c2ccc3c(c2)NC(=O)CO3)c1	1%
CCc1noc(C)c1C(=O)OCC(=O)N1CCc2ccccc21	-5%
CSCCC(NS(=O)(=O)c1ccc(C)cc1)C(=O)N1CCN(C(c2ccccc2)c2ccccc2)CC1 (stereo not drawn)	-9%
Cc1ccc(-n2c(SCC(=O)N(C)C3CCS(=O)(=O)C3)nc3ccccc3c2=O)c(C)c1 (stereo not drawn)	1%
COc1ccc(CCNC(=O)c2sc3nc4n(c(=O)c3c2C)CCC4)cc1	-3%
COc1ccccc1C(=O)NCC(=O)N1CC=C(c2ccccc2)CC1	0%
O=C1C2C3C=CC(C3)C2C(=O)N1c1ccc2ccccc2c1 (stereo not drawn)	-2%
Cc1ccc(CNC(=O)Cn2cnc3c(NC(=O)OCc4ccccc4)ncnc32)o1	-12%
Cc1cccc(C(C)C)c1NC(=O)CSc1ncnc2[nH]ncc12	-7%
COc1ccccc1CCC(=O)OCC(=O)N1CCN(S(=O)(=O)c2ccc(C)cc2C)CC1	2%
CCN(c1ccccc1)S(=O)(=O)c1ccc(Oc2ccc([N+](=O)[O-])cc2)nc1	-6%
COc1ccc(OC)c(/C=C/C(=O)Nc2cccc(S(=O)(=O)NC3=NCCCCC3)c2)c1	14%
O=C(NCCN1C(=O)S/C(=C\c2ccccc2Cl)C1=O)C1=COCCO1	3%
C/C(=N\NC(=O)c1cccnc1)c1ccccc1	0%
CCN1C(N(C)CCc2c[nH]c3ccccc23)=N[C@@H](c2cccc(C(F)(F)F)c2)C(C(=O)OC)=C1C	0%
COc1ccc(C(=O)OCC(=O)N2CCc3ccccc32)cc1S(=O)(=O)N1CCOCC1	-10%
CC(C)Oc1ccc(C(=O)NCC(=O)Nc2ccc3c(c2)CCC3)cc1	-2%
Cc1cnc(C(=O)OCc2nc3ccccc3o2)cn1	9%
Cc1ccc(CNC2CCCCC2)s1	-3%
Cc1ccc(SCC(=O)OCC(=O)N(C)C2CCS(=O)(=O)C2)cc1C (stereo not drawn)	6%
COc1ccc(C(=O)COC(=O)c2cccc(-n3cnnn3)c2)c(OC)c1	u

Six compounds already listed, ordered by SMILES length, smallest number first.
SMILES	L3MBTL1 block
Cc1cnc(C(=O)OCc2nc3ccccc3o2)cn1	9%
Cc1cccc(C(C)C)c1NC(=O)CSc1ncnc2[nH]ncc12	-7%
Cc1ccc(SCC(=O)OCC(=O)N(C)C2CCS(=O)(=O)C2)cc1C (stereo not drawn)	6%
Cc1ccc(CNC(=O)Cn2cnc3c(NC(=O)OCc4ccccc4)ncnc32)o1	-12%
CC1CCN(C(=O)c2ncn(Cc3ccccc3)c2C(=O)N2CCC(C)CC2)CC1	3%
COc1ccc(OC)c(/C=C/C(=O)Nc2cccc(S(=O)(=O)NC3=NCCCCC3)c2)c1	14%

Additional entries follow.
SMILES	L3MBTL1 block
O=C(/C=C/Nc1ccc(Br)cn1)c1cccc(OC(F)F)c1	13%
Cc1ccccc1-c1nn(-c2ccccc2)cc1C(=O)NCC(c1ccco1)N1CCCC1 (stereo not drawn)	-2%
Cc1nc2ccc(NS(=O)(=O)c3cccc([N+](=O)[O-])c3)cc2s1	27%
Cc1ccc(NC(=O)c2ccc(=O)[nH]c2)cc1S(=O)(=O)N1CCCCCC1	3%
O=C(Cn1cnc([N+](=O)[O-])c1)c1ccc(Cl)cc1	u
Cc1c(N(C)S(=O)(=O)c2cccc(C(=O)NCC3CCCO3)c2)c(=O)n(-c2ccccc2)n1C (stereo not drawn)	9%
CC(=O)Nc1ccc(S(=O)(=O)Nc2cccc(C(=O)Nc3ccccc3C(=O)O)c2)cc1	-4%
CC(=O)Nc1ccc(S(=O)(=O)NCC2(N3CCOCC3)CCCCC2)cc1	1%
CN1C(=O)c2ccccc2N(C)C1c1ccc(F)cc1 (stereo not drawn)	10%

Sorted by value in L3MBTL1 block (falling): 3 of the compounds above.
| compound | L3MBTL1 block |
| --- | --- |
| Cc1ccc(SCC(=O)OCC(=O)NCc2cccs2)cc1C | 4% |
| Cc1ccc(NC(=O)c2ccc(=O)[nH]c2)cc1S(=O)(=O)N1CCCCCC1 | 3% |
| COC(=O)c1c(NC(=O)CN(C)CC(=O)Nc2ccc(C)cc2)sc2c1CCC(C)C2 (stereo not drawn) | 1% |
